High-throughput results: PubChem BioAssay, Sanford-Burnham Center for Chemical Genomics
SENP1 FRET inh – SENP1 (human) catalytic domain inhibition. hit rate 0.21% among 360,000. Q9P0U3. recombinant SENP1 catalytic domain, CyPet-SUMO1-YPet FRET cleavage. inhibition, % at 10 µM;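 active = inhibition at least 30% at 10 µM, raw YFP signal under a set limit, fluorescence ratio 0.5 to 1.5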;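 note: 0% = enzyme with DMSO and 100% = no enzyme wells; some results filed as inactive read as strong as hits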
Target sequence (Q9P0U3 419-644 limits assumed): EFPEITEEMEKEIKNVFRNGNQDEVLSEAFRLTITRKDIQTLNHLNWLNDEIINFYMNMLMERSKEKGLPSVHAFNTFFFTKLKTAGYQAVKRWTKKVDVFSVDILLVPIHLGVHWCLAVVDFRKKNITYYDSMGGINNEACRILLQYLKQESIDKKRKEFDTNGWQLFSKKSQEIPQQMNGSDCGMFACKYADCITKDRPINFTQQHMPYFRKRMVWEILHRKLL
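material = recombinant human SENP1 catalytic domain, His6-tagged | quantity = 20 pM enzyme | reagent = 25 nM SUMO1 FRET substrate | compound dosing = 10 µM single point, 0.5% DMSO | timing = 50 min enzyme reaction, room temperature, light-protected | detection = FRET, CFP and YFP emission | control set = no-enzyme low, enzyme-DMSO high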
SENP6 block – blocks the human protease SENP6; Q9GZR1; Recombinant SENP6 catalytic domain, aminoluciferin luminescence; inhibition, % at 10 µM; hit rate 1.8% among 330,000;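 active = inhibition above about 50% at the single tested dose, limit read from the data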;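 note: plate controls were DMSO wells with enzyme for no effect and DMSO wells lacking enzyme for full effect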
MPTP inh – inhibitors of mitochondrial permeability transition pore; isolated mouse mitochondria, Ca2+ swelling absorbance, 30 min; inhibition, % at 10 µM; hit rate 1.4% among 360,000;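 active = inhibition of 50% or more, scaled per plate between neutral and stimulator controls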;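 note: 0% = DMSO wells given calcium and 100% = 1 mM EGTA wells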
PfGluPho inh – PfG6PD (Plasmodium falciparum) enzyme inhibition | PfGluPho enzyme, NADPH resazurin-diaphorase fluorescence | inhibition, % at 20 µM | hit rate 0.78% among 350,000 | AID 504690;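 active = inhibition reaching at least a set limit at 20 µM in the primary screen, cut at about 59% in these data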;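 note: 0% = DMSO wells with substrate and 100% = DMSO wells lacking glucose-6-phosphate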
hIAP activ – increases human intestinal alkaline phosphatase activity | P09923 | purified human IAP, CDP-Star luminescence, 30 min; active compounds read high; 1 = vehicle-only enzyme, 0 = enzyme-free background | activation factor at 10 µM | hit rate 0.16% among 330,000;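 active = activation factor of the enzyme at least 2-fold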; note: the source names both 10 and 20 µM as test concentration; values of inactives mirror those of a sister screen read the other way
SENP8 inh – blocks human SENP8 cleavage of Nedd8 substrate; hit rate 0.64% among 360,000; Q96LD8; inhibition, % at 20 µM; recombinant SENP8, Nedd8 substrate fluorescence; in the data active = inhibition mostly above about 40%, no sharp cut-off; inactive = mostly below about 27%
Target sequence (Q96LD8 whole entry, looked up): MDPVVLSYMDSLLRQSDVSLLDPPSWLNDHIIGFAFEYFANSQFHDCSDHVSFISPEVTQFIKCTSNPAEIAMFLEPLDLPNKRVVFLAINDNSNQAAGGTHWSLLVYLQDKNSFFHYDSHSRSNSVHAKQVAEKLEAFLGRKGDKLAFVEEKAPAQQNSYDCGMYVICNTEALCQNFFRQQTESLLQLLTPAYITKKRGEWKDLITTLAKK
GRIN3A LBD mod – modulators (binders) of human NR3A ligand-binding domain; hit rate 2.5% among 340,000; NR3A LBD differential scanning fluorimetry, Tm shift; 0% = protein alone, 100% = glycine-bound protein; Tm shift relative to glycine control, % at 25 µM;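 active = melting temperature shift of at least 10% of the positive control shift, at one fixed dose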
ATG4B inhibitor – ATG4B (human) cysteine protease inhibition; ATG4B cleavage of LC3-PLA2, NBD-HPC fluorescence, 1 h; hit rate 0.51% among 340,000; AID 504462; inhibition, % at 8.33 µM; in the data active = inhibition above about 40%
Target sequence (Q9Y4P1 whole entry, looked up): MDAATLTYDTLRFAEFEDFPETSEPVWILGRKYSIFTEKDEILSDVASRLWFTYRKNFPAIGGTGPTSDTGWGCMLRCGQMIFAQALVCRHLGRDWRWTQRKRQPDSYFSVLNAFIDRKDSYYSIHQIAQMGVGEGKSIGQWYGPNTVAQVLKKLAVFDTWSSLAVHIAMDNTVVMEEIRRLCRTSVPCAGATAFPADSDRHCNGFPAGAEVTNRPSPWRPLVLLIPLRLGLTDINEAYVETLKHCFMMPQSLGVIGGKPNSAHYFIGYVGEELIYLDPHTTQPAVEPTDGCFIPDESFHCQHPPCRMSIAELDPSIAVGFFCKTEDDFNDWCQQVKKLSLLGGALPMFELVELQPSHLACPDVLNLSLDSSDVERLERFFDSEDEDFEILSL
An asterisk follows results filed as active; i = inactive; / = no result given.

Second line of a record – PfGluPho inh, GRIN3A LBD mod, SENP6 block, SENP1 FRET inh, hIAP activ, SENP8 inh, ATG4B inhibitor, MPTP inh
CCS(=O)(=O)N1CCC(c2nc(-c3ccc(C(F)(F)F)cc3)no2)CC1
    -2.7, -3.4, 1.2, -34.2, 1.02, 2.0, 2.6, -1.4
CCN(CC(=O)NC1CCS(=O)(=O)C1)S(=O)(=O)c1ccc(Br)cc1 (configuration not stated)
    0.2, -1.9, -15.8, 3.0, 0.963, -0.6, -18.3, -0.7
CC1(C)c2ccccc2C(=O)c2ccccc21
    16.2, 0.4, /, 3.4, /, 24.9, 16.3, 2.5
O=C(O)CCC(=O)Nc1ccc(N=Nc2ccccc2)cc1
    -13.4, 1.2, /, 0.8, /, 18.7, -3.2, -0.3
C/C(CC(=O)N1CCN(C=O)CC1)=N\NC(=O)c1ccc(Br)cc1
    -2.5, -1.3, 12.1, 0.9, 0.957, 4.4, -6.2, -1.6
CN(C)S(=O)(=O)c1cccc(NC(=O)CC23CC4CC(CC(C4)C2)C3)c1
    11.7, -12.5, 6.6, 0.0, 1.08, -2.1, -8.7, -1.0
CCOC(=O)c1cccc(NC(=O)C2CCCN(S(=O)(=O)c3c(C)nn(C)c3C)C2)c1 (configuration not stated)
    14.7, -1.3, -6.3, 0.5, 1.07, -0.9, -18.2, -1.7
COC(=O)C1=C(C)N=C2SCCC(=O)N2C1c1ccc(C(=O)OC)cc1 (configuration not stated)
    -1.9, 1.0, -7.1, 4.0, 0.925, 11.0, 1.3, -1.7
O=C(O)/C=C/S(=O)(=O)c1ccc2ccccc2c1
    12.9, -0.7, 3.0, 0.9, 1.09, 32.1, -8.4, 0.8
CCc1ccc(NC(=O)CSc2nnc(-c3ccco3)o2)cc1
    26.1, 2.9, 2.4, 0.0, 0.854, 3.2, -3.2, -1.6
CC(=O)C1=C(C)Nc2ncnn2C1c1cccc(OCc2ccccc2)c1 (configuration not stated)
    -21.1, -1.2, 9.4, 2.8, 0.888, -10.9, -5.0, -1.2
CCCCCCCCNS(=O)(=O)CCNCc1ccco1
    5.7, -1.1, /, -0.6, /, -9.9, /, -0.9
O=[N+]([O-])c1ccc(NCCN2CCOCC2)c([N+](=O)[O-])c1
    2.0, 2.0, 17.5, 2.8, 0.841, 14.7, -13.7, -0.2
CCCN(CC(=O)Nc1ccccc1C)C(=O)CCN1C(=O)c2cccc([N+](=O)[O-])c2C1=O
    -11.3, -1.9, -9.9, 38.0*, 1.12, 15.1, -2.2, -2.9
COc1cc(/C=N/N=C2/SCC(=O)N2c2ccc(O)cc2)ccc1O
    1.4, -0.6, -18.2, -2.4, 1.12, 12.4, -1.9, -0.3
N#C/C(=C\c1cccnc1)c1ccccc1[N+](=O)[O-]
    0.7, 0.9, 4.5, 2.0, 1.02, 11.6, -6.3, -2.9
CCCCC(=O)OCC(=O)c1ccc(OCC)cc1
    -1.6, 0.2, 54.8*, 0.5, 1.06, 8.7, 2.2, 0.2
CC[C@@H](C)C(NC(=O)OC(C)(C)C)c1cn([C@@H](CCC(=O)OC(C)(C)C)C(=O)N2CCN(C(=O)OC(C)(C)C)CC2)nn1 (some centres not stated)
    3.6, 4.0, -24.7, 4.1, 0.946, 10.3, -1.5, -0.5
CN(/C(=N\S(=O)(=O)c1ccccc1)C(F)(F)F)c1ccccc1
    5.8, 4.0, 9.2, 3.1, 0.861, 9.5, -7.7, -0.9
O=C(CCc1nnc2n(Cc3ccc(Cl)cc3)c(=O)c3ccccc3n12)NCCN1CCCC1
    0.2, -5.9, -5.9, -7.9, 1.13, 20.9, -6.3, -1.6
CCOC(=O)Cn1c(=O)oc2cc(S(=O)(=O)N3CCCC(C(=O)OCC)C3)ccc21 (configuration not stated)
    -0.1, -2.5, -8.0, 3.8, 0.987, -10.0, -4.3, -1.1
NC(=O)C1CCN(C(=O)COc2cccc3cccnc23)CC1
    -8.2, 0.3, -5.2, 2.6, 1.13, -39.8, -5.1, 1.3
Cc1nnc(NC(=O)C23CC4CC(C)(CC(C)(C4)C2)C3)s1
    12.2, -0.7, /, -0.1, /, 20.6, 2.6, 0.0
CCn1ccc(C(=O)NC2CCCC2)n1
    8.1, 2.5, -4.8, 0.5, 0.905, 5.1, -5.3, 0.0
CCOC(=O)N1CC(C)N(CC(O)CN2CCOCC2)CC1C (configuration not stated)
    -17.8, -0.2, /, 0.9, /, 3.3, 1.4, -0.9
O=C(c1ccccc1)c1nccc2ccccc12
    3.1, 0.1, -7.3, 2.2, 0.856, 13.7, -2.0, 0.7
COC(=O)[C@@H](NC(=O)Nc1ccccc1F)C(C)C
    -2.5, -0.1, -9.1, 1.1, 0.773, 13.6, 21.6, -3.9
O=C(NC1CCCCCCC1)NC1CCCCC1
    3.1, 0.0, -25.6, 2.2, 1.07, 37.5, -3.3, 0.5
COc1ccc(OC)c(C2C3=C(N=c4s/c(=C\c5cccc(O)c5)c(=O)n42)c2ccccc2CC3)c1 (configuration not stated)
    7.2, 17.9*, 4.8, 45.9*, 0.969, -7.7, -0.6, 5.9
COCC(C)NC(=O)CSc1nc2ccccc2c(=O)n1CCc1ccc(S(N)(=O)=O)cc1 (configuration not stated)
    1.5, 2.1, -0.4, 1.1, 1.29, 2.1, -1.1, -0.5

Some of these compounds in order of heavy-atom count, ascending.
Second line of a record – PfGluPho inh, GRIN3A LBD mod, SENP6 block, SENP1 FRET inh, hIAP activ, SENP8 inh, ATG4B inhibitor, MPTP inh
O=C(c1ccccc1)c1nccc2ccccc12
    3.1, 0.1, -7.3, 2.2, 0.856, 13.7, -2.0, 0.7
N#C/C(=C\c1cccnc1)c1ccccc1[N+](=O)[O-]
    0.7, 0.9, 4.5, 2.0, 1.02, 11.6, -6.3, -2.9
COCC(C)NC(=O)CSc1nc2ccccc2c(=O)n1CCc1ccc(S(N)(=O)=O)cc1 (configuration not stated)
    1.5, 2.1, -0.4, 1.1, 1.29, 2.1, -1.1, -0.5
O=C(CCc1nnc2n(Cc3ccc(Cl)cc3)c(=O)c3ccccc3n12)NCCN1CCCC1
    0.2, -5.9, -5.9, -7.9, 1.13, 20.9, -6.3, -1.6
COc1ccc(OC)c(C2C3=C(N=c4s/c(=C\c5cccc(O)c5)c(=O)n42)c2ccccc2CC3)c1 (configuration not stated)
    7.2, 17.9*, 4.8, 45.9*, 0.969, -7.7, -0.6, 5.9
CC[C@@H](C)C(NC(=O)OC(C)(C)C)c1cn([C@@H](CCC(=O)OC(C)(C)C)C(=O)N2CCN(C(=O)OC(C)(C)C)CC2)nn1 (some centres not stated)
    3.6, 4.0, -24.7, 4.1, 0.946, 10.3, -1.5, -0.5

Continuation:
Second line of a record – PfGluPho inh, GRIN3A LBD mod, SENP6 block, SENP1 FRET inh, hIAP activ, SENP8 inh, ATG4B inhibitor, MPTP inh
Cc1ccc(OCC(=O)Nc2ccc(-c3nc4ncccc4o3)cc2)c(C)c1
    -10.4, 9.7, -15.0, -0.6, 1.15, i, 0.4, -3.8
O=C(Nc1ccccc1NC(=O)c1c(F)cccc1F)c1c(F)cccc1F
    -6.8, -0.5, -17.1, 0.5, 1.03, 11.9, 0.1, -1.0
COc1ccc(C(=O)CSc2nnc(NC(=O)C3CC(=O)N(c4ccccc4)C3)s2)cc1 (configuration not stated)
    -24.9, -10.7, 2.8, 0.3, 1.01, 15.9, 4.8, 1.1
Cc1cc(NC(=O)c2ccc(S(=O)(=O)N3CCOCC3)cc2)no1
    -1.3, -2.8, -8.6, 0.1, 0.976, 4.8, 6.3, -2.2
CCOC(=O)c1c(NC(=O)/C=C/c2ccco2)sc(C)c1C
    3.2, 1.5, 25.1, -4.9, 0.952, -24.2, 1.9, 2.0
COc1cc(CCC(=O)NCc2ccc3c(c2)OCO3)cc(OC)c1OC
    -6.5, 0.1, -8.4, -0.8, 1.07, 2.8, -3.2, -0.6
CCC1CCCN1Cn1cnc2c([nH]c3ccccc32)c1=O (configuration not stated)
    1.9, 0.7, -2.6, -2.2, 0.942, -139.8, 1.4, 0.8
CC(=O)N1CCc2c(sc(NC(=O)C3COc4ccccc4O3)c2C(N)=O)C1 (configuration not stated)
    35.7, 0.6, -2.6, -15.4, 1.15, -162.7, -8.3, -0.5
CC1CN(C(=O)CSc2ncnc3sccc23)CC(C)O1 (configuration not stated)
    -14.4, 0.1, 4.1, -12.9, 1.02, 21.2, -1.2, -0.3
COc1ccc(C(=S)N2CCOCC2)cc1OC(=O)c1ccc([N+](=O)[O-])cc1
    39.9, 0.8, 15.9, 2.0, 1.11, 10.1, -0.4, 1.3
Cc1c(NC(=O)C(Sc2ccccc2)c2ccccc2)cccc1[N+](=O)[O-] (configuration not stated)
    8.1, -0.9, 8.7, 1.7, 0.988, 19.0, 9.5, 1.1
N=c1sccn1CC(=O)Nc1cc(Cl)ccc1[N+](=O)[O-]
    -0.7, -2.3, 3.2, 2.8, 1.01, 7.0, -3.7, 0.5
COc1ccc(-c2csc(Cc3nnc(N4CCOCC4)n3-c3ccccc3)n2)cc1
    0.1, 1.3, 0.9, -17.6, 1.01, 11.5, -16.5, -0.2
CC(C)C[C@@]12C(=O)N(c3ccc(Br)cc3)C(=O)N1[C@H](c1ccc(Br)cc1)[C@@H]1C(=O)N(C(C)(C)C)C(=O)[C@@H]12
    -7.3, 3.0, -0.1, 0.6, 0.926, 6.2, 2.4, 0.4
CCOC(=O)c1sc(NC(=S)NC(=O)c2ccc(OC)cc2)nc1C
    -16.1, 0.4, -26.0, 0.3, 1.11, 0.1, 7.4, 1.6
O=C(O)c1ccc(/C=N/Nc2ccc(Cl)nn2)cc1
    3.5, -0.6, 71.7*, 1.4, 0.929, 17.4, -7.3, -3.4
Cc1onc(-c2c(F)cccc2Cl)c1C(=O)NCc1ccccc1
    -4.6, 2.0, 3.8, -8.2, 0.753, 11.6, -4.9, 0.2
COc1ccc(C(C)=O)cc1CN(C)C
    -23.0, -0.8, -14.1, -0.6, 1.16, 0.5, -3.4, -0.9
CCCOc1ccc(C2=CSC3=NCCN23)cc1[N+](=O)[O-]
    12.5, -5.1, 0.2, 2.7, 0.992, 16.2, 3.3, -0.4
COc1ccc(Cl)cc1CN1CCN(c2nc(C)cc(C)c2C#N)CC1
    -19.3, 2.8, 10.1, -2.8, 0.775, -4.0, 17.3, 1.5
CC(=O)c1ccc(Oc2nc3c(c(=O)n(C)c(=O)n3C)n2C)cc1
    -1.9, 0.1, -1.4, 5.0, 1.07, 12.6, -0.7, -2.0
CCCC1(CCC)NC(=O)N(CC(=O)N2CCN(C(=O)c3ccco3)CC2)C1=O
    -18.9, -1.9, -1.9, 0.8, 1.04, 19.4, 9.2, 0.9
CC(NC(=O)CNC(=O)OCc1ccccc1)C(=O)N1CC(O)CC1C(=O)OCc1ccccc1 (configuration not stated)
    -1.9, -1.4, -5.9, 2.4, 1.03, 13.3, -1.8, -1.4
CCOC(=O)c1ccccc1NC(=O)CSc1nc2[nH]ncc2c(=O)[nH]1
    -21.1, -2.8, -10.6, 0.8, 0.862, -0.9, -7.3, 0.3
Cn1c(=O)cc(OCCCC(=O)N2CCN(c3ccccn3)CC2)c2ccccc21
    4.4, -2.6, -0.7, -3.6, 0.92, -14.0, -3.1, 3.2
O=C(COC(=O)C1(c2ccccc2F)CCCC1)N1CCOCC1
    12.9, -1.5, -14.9, 1.3, 1.15, 9.8, -1.2, 0.3
CCC(=O)c1ccc(N2CCCCCC2)c(F)c1
    -16.6, -0.2, -35.0, -0.5, 1.13, -37.1, -2.7, 6.1
COC(=O)C(C)Oc1cc(OC(C)C(=O)OC)c2c(-c3ccccc3)cc(=O)oc2c1 (configuration not stated)
    0.2, 0.9, -2.1, 1.2, 0.844, 4.5, 1.5, 0.8
COc1cc(C#Cc2c(-c3cncn3C)n(C)c3ccc(-c4cnc(N5CCOCC5)nc4)cc23)cc(OC)c1
    11.5, -4.2, -6.7, -0.7, 0.956, -482.3, -10.1, 0.3
Cn1c(=O)c2c(nc(NCCCO)n2Cc2cccc(Br)c2)n(C)c1=O
    -2.5, 1.3, -6.7, 0.4, 0.88, 12.0, -1.0, 5.2
